Compound activity deposited in PubChem by several laboratories.
NS3 helicase inh = blocks Hepatitis C virus NS3 helicase unwinding. inhibition, % at 10.9 µM. NS3 helicase DNA unwinding, Cy5 molecular beacon fluorescence. hit rate 0.56% among 290,000;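 active = inhibition above the mean of all tested compounds plus 3 SD, set per campaign, cut at about 35% in these data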;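 note: 0% = DMSO wells and 100% = thioflavine S control wells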
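Compound dosing – single dose, 10.9 µM nominal final, DMSO 0.8% final · System – NS3 helicase fragment of HCV · Buffer or medium – MOPS pH 6.5, MgCl2, DTT, Tween20, BSA · Signal – Cy5 beacon fluorescence read at start and 1 h · Also added – annealed dual-labelled DNA beacon duplex, ATP-started · Schedule – 1 h at 25 °C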
UBC9 SUMO inh = inhibitors of human SUMOylation (UBC9). HTRF SUMOylation assay, SAE1/SAE2 + UBC9, in vitro. hit rate 0.36% among 290,000. inhibition, % at 35 µM. P63279. AID 2006; in the data active = inhibition above about 50%, passing the limit was not always enough; note: strong numbers were not always called active
Target sequence (P63279 whole entry, looked up): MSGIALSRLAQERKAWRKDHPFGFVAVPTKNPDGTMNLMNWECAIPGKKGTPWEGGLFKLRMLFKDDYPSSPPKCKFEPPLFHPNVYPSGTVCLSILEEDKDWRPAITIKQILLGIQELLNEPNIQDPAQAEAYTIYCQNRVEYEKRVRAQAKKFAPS
pCIP destab = compounds decreasing mouse p/CIP protein stability; F442A p/CIP-EGFP cells, EGFP fluorescence, 16 h; decrease of EGFP signal, % at 10 µM; hit rate 0.01% among 290,000; AID 1984;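 active = EGFP signal decrease of at least 30% at 10 µM or well 3 SD below plate mean, unless failing retest; inactive = the rest, including hits failing retest or dose response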; note: some compounds called inactive have numbers as strong as hits; many of its hits are not listed in these tables
VIM-2 inh = inhibitors of Pseudomonas aeruginosa VIM-2 metallo-beta-lactamase. purified VIM-2, nitrocefin hydrolysis, epi-absorbance fluorescence. inhibition, % at 5.6 µM. hit rate 0.89% among 290,000;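 active = inhibition above the mean of all tested compounds plus 3 SD, cutoff set per screening run, cut at about 7.5% in these data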;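 note: red hydrolysis product quenches plate fluorescence so inhibitors raise well fluorescence; 0% = enzyme with DMSO and 100% = DMSO without enzyme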
IMP-1 inhibitor = blocks Pseudomonas aeruginosa IMP-1 metallo-beta-lactamase. purified IMP-1, nitrocefin hydrolysis, epi-absorbance fluorescence. inhibition, % at 5.6 µM. hit rate 0.45% among 290,000. AID 1556;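 active = inhibition above the mean plus 3 SD of all compounds in the same screening run, cut at about 4.5% in these data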;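 note: 0% = IMP-1 with DMSO and 100% = DMSO wells lacking enzyme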
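Assay system: purified recombinant IMP-1 beta-lactamase. Input: IMP-1 0.2 nM before substrate addition. Buffer or medium: Zinc- and detergent-supplemented HEPES buffer, pH 7.1. Schedule: 25 °C, 15 min preincubation, 25 min reaction. Signal: Epi-absorbance fluorescence, 480 nm excitation, 530 nm emission. Evaluation: percent inhibition from optical density relative to buffer-blank wells.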
PHOSPHO1 inh = PHOSPHO1 (human) inhibition | recombinant PHOSPHO1, absorbance phosphatase assay | hit rate 1.1% among 290,000 | inhibition, % at 13.3 µM | Q8TCT1 | AID 1565; in the data active = inhibition above about 60%
Target sequence (Q8TCT1 whole entry, looked up): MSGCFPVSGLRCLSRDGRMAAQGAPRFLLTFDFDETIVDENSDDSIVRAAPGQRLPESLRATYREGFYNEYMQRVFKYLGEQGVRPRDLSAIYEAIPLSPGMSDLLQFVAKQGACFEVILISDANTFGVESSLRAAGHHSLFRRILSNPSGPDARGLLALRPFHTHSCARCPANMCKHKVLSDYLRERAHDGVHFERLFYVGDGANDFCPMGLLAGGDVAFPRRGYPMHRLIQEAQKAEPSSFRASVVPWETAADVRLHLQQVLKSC
MEKK3 PB1 HTS = MEKK3-MEK5 PB1 interaction, increase or decrease; hit rate 1.4% among 290,000; bead-based flow cytometry, Alexa488-MEK5 binding to MEKK3; actives lie on both sides; 0 = blocked by unlabeled MEK5, 100 = vehicle; Q99759; binding response (% of control), % at 10 µM; AID 1529;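 active = binding response more than 3 SD above or below the average of its plate-row segment, actives on both sides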;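 note: Alexa488 bead fluorescence after subtracting the streptavidin-only scavenger bead signal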
Target sequence (Q99759 whole entry, looked up): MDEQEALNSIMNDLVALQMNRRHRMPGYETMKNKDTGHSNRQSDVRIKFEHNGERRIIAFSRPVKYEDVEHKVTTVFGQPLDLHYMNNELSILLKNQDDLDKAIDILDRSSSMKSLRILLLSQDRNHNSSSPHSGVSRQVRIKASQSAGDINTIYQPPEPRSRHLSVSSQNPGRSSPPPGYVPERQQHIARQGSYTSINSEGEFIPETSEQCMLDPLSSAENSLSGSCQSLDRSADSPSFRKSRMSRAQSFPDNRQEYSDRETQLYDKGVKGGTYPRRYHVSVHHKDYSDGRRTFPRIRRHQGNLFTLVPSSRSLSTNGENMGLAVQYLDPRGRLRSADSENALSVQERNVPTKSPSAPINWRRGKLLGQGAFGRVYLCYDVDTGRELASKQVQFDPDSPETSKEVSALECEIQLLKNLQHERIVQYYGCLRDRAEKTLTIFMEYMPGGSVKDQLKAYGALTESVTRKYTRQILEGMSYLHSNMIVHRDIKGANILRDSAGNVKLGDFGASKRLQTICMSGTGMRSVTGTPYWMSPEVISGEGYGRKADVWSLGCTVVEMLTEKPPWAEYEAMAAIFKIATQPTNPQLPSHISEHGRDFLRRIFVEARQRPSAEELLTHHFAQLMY
DNA FID counter = fluorescent intercalator displacement, NS3 helicase counter-screen; AID 1845; inhibition, % at 7.9 µM; hit rate 0.17% among 290,000; DNA fluorescent intercalator displacement, fluorescence; in the data active = inhibition above about 37%;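 note: 0% = vehicle and 100% = reference compound; higher means more ethidium bromide displaced from hairpin DNA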
IDE cell activ = IDE (human) activation, cell-based; AID 493087; activation, % at 5.96 µM; HEK cells, FAbeta-B cleavage, fluorescence polarization; 0% vehicle, 100% cell-free pure enzyme wells; hit rate 0.073% among 340,000; P14735;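 active = activation above the mean of all tested compounds plus 3 SD, set per screening campaign, cut at about 17% in these data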
Numbers without * were called inactive; · = not tested or not shown. An excerpt; count on the stated rates, not on these rows.

entry | Compound | IDE cell activ | UBC9 SUMO inh | pCIP destab | IMP-1 inhibitor | MEKK3 PB1 HTS | DNA FID counter | NS3 helicase inh | PHOSPHO1 inh | VIM-2 inh
1 | CN(CCN1CCOCC1)Cc1nc(-c2ccccc2)no1 | 5 | -3 | -7 | -1.2 | 104 | 9 | 0 | 6 | -2.2
2 | Cc1cc(=O)c(C(=O)OC(C)C(=O)NC(N)=O)nn1-c1ccc(Cl)cc1 (stereo not given) | 2 | 5 | -15 | -0.1 | 97 | -14 | 18 | 27 | -0.1
3 | CC(C)(C)c1ccc(-c2n[nH]c(=S)n2-c2ccccc2)cc1 | -2 | -11 | 3 | -3.0 | 105 | -33 | 11 | -129 | -3.9
4 | CC1CCN(c2nc3nonc3nc2N2CCC(C)CC2)CC1 | 0 | 5 | -2 | -4.2 | 85 | 1 | 3 | -10 | -1.7
5 | O=C1NC[C@@H](Cc2cccc3ccccc23)N(CC2(c3ccccc3)CC2)C1=O | -3 | 0 | -3 | · | 93 | · | · | 11 | ·
6 | COCc1cc(C)nc(SCC[N+](C)(C)CC(=O)Nc2ccccc2)c1C#N | -4 | 1 | 10 | -1.8 | 113 | 15 | -15 | 16 | -1.3
7 | Cc1cccc(Cn2c(N3CCN(C)CC3)nc3c2c(=O)n(C)c(=O)n3C)c1 | -3 | 2 | -11 | -4.5 | 103 | 2 | 8 | 14 | -0.2
8 | CCOC(=O)N1CCN(C(=O)/C(=C\c2cccs2)NC(=O)c2cccs2)CC1 | 0 | 4 | 5 | -0.3 | 78 | -25 | 0 | 42 | 1.4
9 | CCN(Cc1ccccc1)C(=O)c1oc2ccc(C)cc2c1C | -2 | 3 | -8 | -0.5 | 100 | -27 | -11 | 22 | -1.2
10 | Cc1nnc(SCC(=O)N2CCN(S(=O)(=O)c3ccccc3)CC2)s1 | -2 | 14 | 0 | -3.9 | 100 | -9 | 4 | 24 | -3.0
11 | FC(F)(F)c1ccc(CN2CCCCCC2)cc1 | 4 | 7 | 0 | -4.3 | 96 | 0 | 1 | -69 | -1.0
12 | CCOC(=O)Cc1csc(NC(=O)COc2ccc(N(C)S(=O)(=O)c3ccc(C)cc3)cc2)n1 | -5 | 7 | 11 | -5.1 | 128* | -27 | 2 | 15 | -4.6
13 | O=C(CSc1ncccn1)NC(=O)c1ccccc1 | 1 | 18 | -4 | -2.4 | 96 | 2 | -14 | 30 | -1.5
14 | Cc1cccc(C(=O)N/N=C/c2ccncc2)c1 | 4 | -13 | -1 | -2.7 | 100 | -1 | -9 | -27 | -2.9
15 | O=C(Nc1nnc(-c2ccc(F)cc2)o1)c1cccc([N+](=O)[O-])c1 | 1 | -7 | -3 | -4.4 | 96 | 0 | 12 | 29 | -3.6
16 | Oc1ccc(Br)cc1-c1n[nH]c(=S)n1Cc1ccccc1 | -8 | -2 | 9 | -3.2 | 100 | -15 | 17 | -29 | -2.6
17 | N#Cc1c(N)nc(SC2CCCCC2=O)c(C#N)c1-c1ccco1 (stereo not given) | -3 | · | · | -4.0 | 108 | 0 | 2 | · | 0.2
18 | COC(=O)c1cc(S(=O)(=O)NC2CCN(Cc3ccccc3)CC2)cn1C | 2 | -2 | -7 | -3.9 | 100 | -1 | -9 | 41 | -3.1
19 | O=C(Nc1ccccn1)c1ccc2c(c1)OCCO2 | -2 | 14 | 1 | -0.5 | 75 | 3 | -2 | -3 | 1.7
20 | CCN(Cc1ccccc1)C(=O)c1ccc(CNS(=O)(=O)c2ccc(C)cc2)cc1 | 1 | 8 | -3 | -3.9 | 96 | -51 | -8 | 2 | -1.6
21 | CCc1nnc(NC(=O)c2n[nH]c(=O)c3ccccc23)s1 | 5 | -6 | -2 | -1.6 | 91 | -7 | -9 | 11 | -1.6
22 | CC(=O)C1=C(O)C(=O)N(c2ccc(Br)cc2)C1c1ccc([N+](=O)[O-])cc1 (stereo not given) | 0 | 9 | -13 | -3.5 | 98 | -14 | 36* | 14 | -3.6
23 | COc1ccccc1-c1nnc(SCc2nc3ccccc3s2)n1C | 3 | 1 | -10 | -2.6 | 102 | -22 | 0 | -23 | 0.2
24 | O=C(CC1C(=O)NCCN1Cc1ccoc1)NCc1cccc(OC(F)(F)F)c1 (stereo not given) | 4 | -4 | -1 | -3.0 | 97 | -21 | -5 | 36 | -1.4
25 | CCN(CC)c1ccc(/C=N/NC(=O)c2c(-c3ccccc3)noc2C)cc1 | -1 | 0 | -1 | -2.5 | 99 | -26 | -18 | 20 | -3.4

The last two entries of the part before come first, to join the parts.
entry | Compound | IDE cell activ | UBC9 SUMO inh | pCIP destab | IMP-1 inhibitor | MEKK3 PB1 HTS | DNA FID counter | NS3 helicase inh | PHOSPHO1 inh | VIM-2 inh
24 | O=C(CC1C(=O)NCCN1Cc1ccoc1)NCc1cccc(OC(F)(F)F)c1 (stereo not given) | 4 | -4 | -1 | -3.0 | 97 | -21 | -5 | 36 | -1.4
25 | CCN(CC)c1ccc(/C=N/NC(=O)c2c(-c3ccccc3)noc2C)cc1 | -1 | 0 | -1 | -2.5 | 99 | -26 | -18 | 20 | -3.4
26 | C/C(N=Nc1nc2ccccc2s1)=N\Nc1ccccc1O | 7 | -11 | 7 | -7.3 | 96 | 1 | 2 | 43 | -4.7
27 | O=C1Nc2ccccc2C1=Nc1ccc(S(=O)(=O)Nc2nccs2)cc1 | 3 | 11 | 4 | -2.8 | 96 | -3 | 2 | 46 | 0.5
28 | O=C(NNc1ncccc1-n1cccc1)c1ccc(Cl)cc1 | 5 | 14 | 0 | -1.6 | 104 | -2 | 9 | 39 | -1.8
29 | Cc1ccc(C(=O)OCc2cc3ccccc3[nH]c2=O)cc1 | 0 | -38 | -3 | -1.3 | 99 | -9 | -2 | -3 | -1.0
30 | Cc1ccc(/C(N)=N/OC(=O)CN(C)S(=O)(=O)c2ccc(C)cc2)cc1 | -1 | 18 | -2 | -3.2 | 97 | -28 | 5 | 58 | -2.7
31 | CCOc1ccc(Cn2cc(F)c(=O)[nH]c2=O)cc1 | 2 | 24 | -19 | -3.5 | 89 | -2 | 0 | 28 | -3.5
32 | CCOC(=O)c1c(C)[nH]c(C(=O)COC(=O)C2CC(=O)N(Cc3ccccc3)C2)c1C (stereo not given) | -7 | -3 | -12 | -2.2 | 101 | -28 | -10 | 5 | -1.6
33 | O=C(NC1=NCCS1)c1cc(-c2ccccc2)nn1-c1ccccc1 | 3 | 12 | -12 | · | 97 | · | · | 4 | ·
34 | Cc1cccc(CN2CCN(Cc3ccco3)CC2)c1 | -3 | 18 | 5 | -0.3 | 107 | -1 | 5 | 10 | -2.3
35 | Cc1ccc(CN2C(=O)CCC2C(=O)NC2CC2)cc1 (stereo not given) | -2 | 17 | -18 | -3.0 | 102 | 0 | -2 | 11 | -2.4
36 | CN(C(=O)c1ccc2ccccc2c1)c1ccccn1 | 2 | -4 | 12 | -0.4 | 97 | -11 | 16 | 6 | -0.9
37 | CC(=O)Nc1ccc(SC[C@H](c2ccccc2)N2CCN(CCc3ccccc3)CCC2=O)cc1 | · | 10 | -3 | · | 104 | · | · | 26 | ·
38 | O=C(Nc1ccccc1O)c1cc(S(=O)(=O)N2CCOCC2)ccc1Cl | 4 | -2 | -7 | 0.1 | 99 | 4 | 2 | 4 | -0.7
39 | O=C(NCN1CCN(c2ccccc2F)CC1)c1cccnc1 | -1 | 6 | -5 | 0.3 | 103 | 0 | 3 | 16 | -2.4
40 | CCN(CC)CC(=O)Nc1sc2c(c1C(=O)c1ccccc1C)CCC2 | 5 | -5 | -6 | 0.7 | 102 | -5 | 6 | -1 | -4.6
41 | CCN1CCN(Cc2ccc(NC(=O)c3ccc(C)c(NC(=O)c4nccn4C)c3)cc2C(F)(F)F)CC1 | -4 | 24 | -22 | · | 94 | · | · | 34 | ·
42 | Cc1ccc(S(=O)(=O)NC(=O)NCc2ccccc2)cc1 | 6 | 4 | 1 | -0.1 | 107 | -1 | 3 | 3 | -2.5
43 | COc1ccc(-n2c(O)c(/C=N/n3cnnc3)c3ccccc3c2=O)cc1 | 3 | 19 | -12 | -0.8 | 101 | -20 | 34 | -23 | -0.2
44 | Cc1ccc(C)c(S(=O)(=O)N2CCCOC2CNC(=O)C(=O)NCc2cccnc2)c1 (stereo not given) | 1 | 9 | -6 | -1.6 | 105 | -20 | 0 | 42 | -2.9
45 | O=C(CN(C(=O)Cn1nnc(-c2ccc(F)cc2)n1)c1ccc(F)cc1)NC1CCCC1 | 1 | 4 | -15 | 1.0 | 103 | -28 | -13 | 37 | 0.2
46 | CN(C)C1=NCCN1CCc1cccc(F)c1 | 5 | -6 | -6 | -1.6 | 95 | -6 | 5 | -2 | 1.1
47 | Cc1ccc(CNC(=O)CCC2CCCN(C(=O)CCC(F)(F)F)C2)o1 (stereo not given) | 5 | 7 | -8 | 0.1 | 97 | -9 | 5 | 28 | -4.1
48 | O=C(COC(=O)/C=C/c1ccco1)NCc1ccccc1 | 5 | -4 | 5 | 0.9 | 81 | -11 | -1 | -4 | 2.2
49 | Cc1ccc2c(C)c(C(=O)NCCc3ccco3)oc2c1C | 6 | 2 | -5 | -2.5 | 103 | -22 | 5 | 18 | -0.3
50 | NS(=O)(=O)c1ccc(NC(=S)N2CCCC2)cc1 | 4 | 5 | -5 | -2.5 | 102 | 0 | 6 | -34 | 0.7
51 | CC1(C)CC(=O)C2=C(C1)Nc1cc3c(cc1C2c1ccc(F)cc1)OCO3 (stereo not given) | 2 | 37 | 7 | -0.6 | 109 | -8 | -4 | 2 | -1.6
52 | CCN(C(=O)c1ccccc1Cl)c1ccccc1 | 6 | 9 | 2 | -0.6 | 103 | -4 | 1 | 4 | -6.1
53 | O=C(NC1CCN(C(=S)NCc2ccco2)CC1)C1CCCCC1 | 1 | -10 | -2 | -0.7 | 101 | -3 | -4 | -2 | 0.6

5 compounds from above, showing only VIM-2 inh:
No.	Compound	VIM-2 inh
53	O=C(NC1CCN(C(=S)NCc2ccco2)CC1)C1CCCCC1	0.6
40	CCN(CC)CC(=O)Nc1sc2c(c1C(=O)c1ccccc1C)CCC2	-4.6
28	O=C(NNc1ncccc1-n1cccc1)c1ccc(Cl)cc1	-1.8
46	CN(C)C1=NCCN1CCc1cccc(F)c1	1.1
43	COc1ccc(-n2c(O)c(/C=N/n3cnnc3)c3ccccc3c2=O)cc1	-0.2

Random excerpt: two records from the list.
entry | Compound | IDE cell activ | UBC9 SUMO inh | pCIP destab | IMP-1 inhibitor | MEKK3 PB1 HTS | DNA FID counter | NS3 helicase inh | PHOSPHO1 inh | VIM-2 inh
48 | O=C(COC(=O)/C=C/c1ccco1)NCc1ccccc1 | 5 | -4 | 5 | 0.9 | 81 | -11 | -1 | -4 | 2.2
35 | Cc1ccc(CN2C(=O)CCC2C(=O)NC2CC2)cc1 (stereo not given) | -2 | 17 | -18 | -3.0 | 102 | 0 | -2 | 11 | -2.4
